# PP1 counter = blocks human PP1-alpha phosphatase, a PP5 counter-screen | P62136 | purified PP1alpha, OMFP fluorescence | inhibition, % at 6.7 µM | 0.9% of 320,000 active | AID 2235;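 active = inhibition above the mean inhibition of all tested compounds plus 3 SD, computed separately for each screening campaign, cut at about 15% in these data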
# procasp7 counter = activates human procaspase-7, counter-screen for procaspase-3 activators | AID 463210 | 0.093% of 330,000 active | activation, % at 8.5 µM | recombinant procaspase-7, Ac-DEVD-pNA absorbance 405 nm; D23A/D198A/D206A triple mutant, cannot self-cleave; scale: DMSO 0, 5 µM enzyme 100;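 active = percent activation above the screen-wide mean plus 3 SD, cut at about 25% in these data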
#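 Assay system – Uncleavable procaspase-7 mutant enzyme · Quantity – 2 µM procaspase-7 mutant as dispensed · Times – 1 h preincubation, 2 h reaction · Dosing – single nominal 8.5 µM compound dose, 0.8% DMSO final · Buffer or medium – Zinc-free 50 mM HEPES buffer, pH 7.4, with NaCl and Triton X-100 · Detection – Epi-absorbance of released pNA at 405 nm, two timepoints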
# AHR activator = activators of human aryl hydrocarbon receptor; AHR-responsive luciferase reporter cells, luminescence; 2.5% of 320,000 active; activation, % at 5 µM; P35869; in the data active = activation above about 47%;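 note: 0% = vehicle wells and 100% = reference agonist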
# Target sequence (P35869 whole entry, looked up): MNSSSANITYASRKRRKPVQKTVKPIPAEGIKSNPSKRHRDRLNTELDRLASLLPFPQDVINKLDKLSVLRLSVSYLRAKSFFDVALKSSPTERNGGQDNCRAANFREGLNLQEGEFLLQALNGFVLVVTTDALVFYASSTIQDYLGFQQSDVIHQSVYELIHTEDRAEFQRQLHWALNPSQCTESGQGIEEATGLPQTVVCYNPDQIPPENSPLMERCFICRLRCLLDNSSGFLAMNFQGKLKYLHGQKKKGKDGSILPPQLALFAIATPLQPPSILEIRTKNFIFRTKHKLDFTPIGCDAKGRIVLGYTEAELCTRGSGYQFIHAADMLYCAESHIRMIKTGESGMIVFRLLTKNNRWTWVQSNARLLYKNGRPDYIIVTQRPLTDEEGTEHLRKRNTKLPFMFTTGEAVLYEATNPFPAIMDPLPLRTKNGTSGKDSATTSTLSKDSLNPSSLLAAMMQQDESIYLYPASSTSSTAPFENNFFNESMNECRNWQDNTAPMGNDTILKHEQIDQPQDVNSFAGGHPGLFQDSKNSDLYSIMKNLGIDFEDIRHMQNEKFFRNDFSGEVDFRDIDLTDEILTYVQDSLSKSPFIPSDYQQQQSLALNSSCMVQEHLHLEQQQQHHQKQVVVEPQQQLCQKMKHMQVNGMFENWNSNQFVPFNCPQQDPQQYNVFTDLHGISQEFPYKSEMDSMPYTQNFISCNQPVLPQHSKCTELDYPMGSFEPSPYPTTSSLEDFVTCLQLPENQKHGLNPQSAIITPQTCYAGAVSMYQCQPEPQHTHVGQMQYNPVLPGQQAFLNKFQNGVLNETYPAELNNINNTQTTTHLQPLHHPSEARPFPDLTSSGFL
# TPT1 inh = C. albicans TPT1 enzyme inhibition. recombinant caTPT1, FP RNA substrate dephosphorylation. inhibition, % at 5 µM. 0.81% of 300,000 active;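 active = inhibition above the mean of all tested compounds plus 3 SD, set per screening campaign, cut at about 24% in these data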;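 note: plate controls were DMSO alone for no effect and ferristatin control at 100 nM for full effect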
# CTSL1 counter = counter-screen for PFM18AAP inhibitors: inhibitors of F. hepatica cathepsin L1; recombinant F. hepatica cathepsin L1, Z-Leu-Arg-MCA fluorescence; inhibition, % at 5.96 µM; 0.49% of 300,000 active; AID 1906;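 active = inhibition above the mean of all tested compounds plus 3 SD, set per screening campaign, cut at about 17% in these data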;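 note: 0% = plate median of test compound wells and 100% = 1 µM Z-Phe-Ala-diazomethylketone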
# PAFAH2 inh = PAFAH2 (human) inhibition; recombinant PAFAH2, FP-rhodamine activity probe, fluorescence polarization; Q99487; 0.99% of 340,000 active; inhibition, % at 3.39 µM; AID 492956;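 active = inhibition above the mean over all tested compounds plus 3 SD, cut at about 30% in these data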;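 note: inhibitors block probe labeling of enzyme so polarization drops; 0% = enzyme with DMSO and 100% = wells lacking PAFAH2 protein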
# core dimer inh = blocks dimerization of HCV core protein. TR-FRET GST/Flag-core106 dimerization, 1536-well. inhibition, % at 5 µM. 0.33% of 300,000 active;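 active = inhibition above the mean of all tested compounds plus 3 SD, set per screening campaign, cut at about 45% in these data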
#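 test system = GST/Flag-tagged HCV core106 proteins | probe or stimulus = Eu donor and XL665 acceptor anti-tag antibodies | times = compound-protein-antibody incubation 4 h at 22.5 °C | signal = TR-FRET, excitation 340 nm, emission 617 and 671 nm | measure = percent inhibition of core106 dimerization signal | controls = wells lacking GST-core106 and wells with excess unlabelled core106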
# proCasp3 act = procaspase-3 (human) activation; recombinant procaspase-3 D3A, Ac-DEVD-pNA absorbance 405 nm; activation, % at 8.5 µM; 0.11% of 330,000 active; AID 463141;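 active = activation above the mean of all tested compounds plus 3 SD, cut at about 21% in these data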;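 note: 0% = DMSO alone and 100% = DMSO wells spiked with extra 5 µM PC-3 D3A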
# Target sequence (P42574 whole entry D9A/D28A/D175A): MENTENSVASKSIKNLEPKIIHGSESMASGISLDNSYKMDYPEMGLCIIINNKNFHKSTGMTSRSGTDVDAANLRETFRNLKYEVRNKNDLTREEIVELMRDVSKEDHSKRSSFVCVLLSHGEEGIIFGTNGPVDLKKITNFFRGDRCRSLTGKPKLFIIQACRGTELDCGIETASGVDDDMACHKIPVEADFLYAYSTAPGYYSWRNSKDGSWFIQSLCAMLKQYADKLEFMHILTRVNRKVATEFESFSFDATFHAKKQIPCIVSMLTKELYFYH
#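 Technique: 405 nm absorbance of p-nitroaniline, reads at 0 and 120 min; Test system: Procaspase-3 D3A mutant; Incubation: 1 h enzyme-compound preincubation, then 2 h substrate reaction, 25 °C; Repeats: singlicate, each compound tested once; Benchmarks: low control DMSO wells, high control DMSO plus 5 µM PC-3 D3A.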
# PP5 primary = blocks human protein phosphatase 5 activity | 0.18% of 320,000 active | AID 1987 | inhibition, % at 6.7 µM | P53041 | purified PP5c, OMFP substrate fluorescence;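 active = inhibition above the campaign's mean inhibition across all tested compounds plus 3 SD, cut at about 9.5% in these data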;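 note: 0% = DMSO only and 100% = 100 µM cantharidin control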
# Numbers without * were called inactive; / = no result given. Outcome played no part in choosing rows. About 5.6% of those tested had a hit in this group.
SMILES,PP1 counter,procasp7 counter,AHR activator,TPT1 inh,CTSL1 counter,PAFAH2 inh,core dimer inh,proCasp3 act,PP5 primary
CCc1cccc(NC(=O)CNC(=O)N2CC(=O)Nc3ccccc32)c1,-5,2,27,0,-2,7,5,7,1.1
CCn1c(=O)c(C(=O)NCCc2ccc(OC)c(OC)c2)c(O)c2ccccc21,-1,-2,8,-1,1,-24,8,-2,-0.9
CCCCCCNC(=O)C(=O)NCCc1ccc(Cl)cc1,-3,7,1,0,5,-4,-2,-1,-0.3
CCOC(=O)N1CCN(C2CC(=O)N(c3ccc(F)cc3)C2=O)CC1 (stereo not drawn),-5,-5,1,0,-19,1,-4,-15,-1.2
COc1ccc(NC(=O)/C(C#N)=C\c2ccc(-c3cccc(C(=O)O)c3C)o2)cc1,-2,-3,-3,-1,8,8,-6,-7,-0.6
Cc1[nH]n(-c2ccccc2)c(=O)c1C(C[N+](=O)[O-])c1ccc(F)cc1 (stereo not drawn),-1,2,1,2,-2,0,-1,9,13*
CCOc1ccc(-c2nc(C#N)c(N3CCN(C)CC3)o2)cc1,7,-3,3,76*,-8,-1,4,-3,2.4
O=C(NCc1nnc(SCC(=O)N2CCOCC2)o1)c1c(F)cccc1Cl,4,5,-1,-1,-3,2,-4,-2,0.9
Cc1cc(C)cc(OCC(=O)Nc2ccncc2)c1,3,4,4,-1,3,-5,-3,-4,0.9
Cc1ccc(OCC(=O)N(Cc2cccs2)C2CCS(=O)(=O)C2)cc1 (stereo not drawn),-5,8,2,-1,-1,2,-1,7,2.0
Cc1cnc(NC(=O)C2(c3ccccc3)CC2)s1,-3,-2,3,-4,-3,1,-1,2,1.4
CCCn1c(SCC(=O)NCc2ccc(C)cc2)n[nH]c1=O,1,5,1,1,0,-2,-5,1,1.6
O=C(COc1ccc2ccc(=O)oc2c1)OCc1ccccc1,0,8,1,1,-12,-4,-3,-1,2.3
COc1ccccc1N(CC(=O)Nc1ccc(C(F)(F)F)cc1)S(C)(=O)=O,6,2,5,-2,-2,4,-5,-6,1.0
O=C(Cc1csc(NC(=O)Nc2cccc(Cl)c2)n1)NCc1cccnc1,3,6,14,1,1,-9,3,-2,0.5
Cc1cc(NC(=O)CCS(=O)(=O)c2nc(-c3ccccc3)cc(C(F)(F)F)n2)no1,-1,14,5,0,-1,-3,2,6,0.9
Cc1cccc(C)c1NC(=O)C(C)Sc1n[nH]c(-c2ccncc2)n1 (stereo not drawn),2,14,2,2,-4,9,0,3,3.0
CCOc1ccccc1-c1ccc(C(=O)NCc2ccccc2)o1,6,-7,20,-1,-5,-3,-3,6,4.4
Cc1cccc(N(CC(=O)NC2CCCC2)C(=O)CCC(=O)Nc2nc(C)cs2)c1,-1,0,2,0,0,-13,-3,-6,1.5
CN1CCN(C(=O)c2cc3sccc3n2CC(=O)c2ccccc2)CC1,-5,0,7,-1,6,3,4,-2,-2.1
Cc1cc(Nc2ccccc2)c2c([N+](=O)[O-])ccc(C)c2n1,2,0,17,2,3,15,-5,2,-1.8
Nc1cccnc1S(=O)(=O)c1cccc(C(F)(F)F)c1,-3,-2,-1,-6,3,2,2,8,2.6
CCOC(=O)c1sc(NC(=O)CN(CC)CC)c(C(=O)OCC)c1C,-6,-8,0,0,5,0,15,-7,1.5
Oc1ccc(/C=N/NC(=S)N2CCOCC2)cc1,-3,-12,4,0,17*,0,2,-9,0.5
CCOC(=O)/C(=N\Nc1ncnc2ccccc12)c1ccc(OC)cc1,-1,-8,32,1,2,4,5,-8,4.4
O=C(OCC(=O)N1CCCCCC1)c1cccnc1Cl,/,-4,1,/,/,6,/,-4,/
CC(=O)Nc1sc2c(c1C(c1ccccn1)N1CCCC1)CCCC2 (stereo not drawn),-2,2,5,-2,3,-1,-3,0,-1.9
O=C1NCCCc2c1oc1cc(Br)c(O)c(Br)c21,-6,4,0,0,1,13,-5,-6,0.5
Cc1ccc(C)c(NC(=O)C2CCN(S(=O)(=O)c3ccc4c(c3)NC(=O)CO4)CC2)c1,1,12,4,-4,1,-4,-9,6,-0.5
CCOC(=O)Nc1sc(C(=O)N(C)C)c(C)c1C(=O)OCC,-1,13,6,-6,3,3,-3,0,-1.5
Cc1cc(C(=O)OCC(=O)Nc2cccc(S(=O)(=O)N(C)C)c2)c2ccccc2n1,-7,15,1,0,-15,10,2,-2,-1.0
CC(OC(=O)c1ccc(Cl)cc1)C(=O)NCc1ccc2c(c1)OCO2 (stereo not drawn),-5,10,-1,/,/,7,/,0,-1.2
C[n+]1cccc(/C=N/Nc2nc(Cl)c(C#N)c(Cl)c2Cl)c1,1,-1,6,1,-1,/,0,1,-1.2
S=c1[nH]nc(COc2ccccc2)n1/N=C/c1c(Cl)cccc1Cl,4,-19,16,-2,1,7,11,-2,-1.1
COCCCNC(=S)NNC(=O)c1cc(Cl)c(O)c(Cl)c1,-1,0,-1,-3,2,-3,-1,-1,0.5
COC(=O)Nc1nc(-c2ccccc2)c(C(=O)c2ccccc2)s1,1,3,-2,-2,4,53*,10,6,0.4
O=C(C1=C[C@@H](c2coc3ccccc3c2=O)C[C@@H](OCCCCO)O1)N1CCN(Cc2ccc3c(c2)OCO3)CC1,2,3,4,-1,4,-3,-6,0,1.7
CCOc1ccc(NC(=O)C(NC(=O)C2CCC(C)CC2)C(C)C)cc1 (stereo not drawn),0,6,0,-6,4,-3,-2,4,1.4
C=CCOC(=O)C1C(=O)CC(C)(O)C(C(=O)OCC=C)C1c1ccc(OCC)cc1 (stereo not drawn),-3,5,1,3,0,7,-8,-4,2.1
CCOc1ccc(OCC)c(NC(=O)c2ccc(CNc3c(N4CCCC4)c(=O)c3=O)cc2)c1,0,-15,3,-4,5,-2,2,2,-1.4
Cc1cccc(Nc2nc(N)c([N+](=O)[O-])c(N3CC(C)OC(C)C3)n2)c1 (stereo not drawn),1,1,10,-1,4,6,11,5,0.1
COc1ccc(N2C(=O)CC(N3CCN(Cc4ccc5c(c4)OCO5)CC3)C2=O)cc1 (stereo not drawn),0,-14,1,-2,2,-11,1,-10,-1.6
CCC1CCCCN1Cc1nc2c(c(=O)n(C)c(=O)n2C)n1CCCc1ccccc1 (stereo not drawn),1,8,-2,-3,0,9,9,0,0.4
N#Cc1ccc(C(=O)NNC(=O)c2cccc(S(=O)(=O)N3CCOCC3)c2)cc1,/,6,1,/,/,4,/,-7,/
Cc1ccc(C(=O)OCC(=O)c2ccc(S(=O)(=O)N3CCCCC3)cc2)o1,66*,-4,4,2,3,2,10,-1,1.8
CN(C(=O)c1ccno1)c1nnc(-c2cnccn2)s1,3,-8,0,-4,4,-1,-6,-6,-3.5
Cc1ccn(-c2ccc(NC(=O)c3cccs3)cc2)n1,0,3,-5,0,3,-8,4,2,0.9
CC1=Nn2c(nnc2-c2ccco2)SC1,-6,-6,-2,-3,-3,-1,2,-3,1.0
O=C1NC(=Nc2ccccc2Cl)S/C1=C\c1ccc(C(=O)O)cc1,4,9,3,-3,-3,5,12,0,-1.3
O=C1CC(N2CCSCC2)C(=O)N1c1cccc(Cl)c1 (stereo not drawn),0,1,2,-8,0,-4,-1,-6,0.3
CN1CCC(=NNC(=O)c2ccc(N(Cc3ccccc3Cl)S(C)(=O)=O)cc2)CC1,-2,8,23,-3,2,4,-6,-1,-5.9
CCS(=O)(=O)c1ccc(O)c(NC(=O)NC2CCCCC2)c1,-3,3,4,6,-5,81*,-2,-4,2.0
O=C(CSc1nnc2c3c4c(sc3ncn12)CCCC4)NCc1ccco1,1,0,5,1,-4,4,5,8,-0.4
CCOC(=O)C(C)(C)Sc1nc2c(cnn2-c2ccc(F)cc2)c(=O)[nH]1,1,2,0,-3,9,12,3,9,1.9
O=C(Nc1cccc(-c2cn3cccnc3n2)c1)c1cccs1,-3,-1,41,2,4,-1,0,3,-1.6
c1ccc(CCSc2ncnc3nc[nH]c23)cc1,0,12,3,-1,3,4,-1,-5,0.6
COCCn1c(SCC(=O)Nc2ccccc2F)nc2c([nH]c3ccccc32)c1=O,2,6,61*,-2,1,-4,10,1,-0.9
O=C(Cc1ccccc1)NNC(=O)c1ccc(NC(=O)c2ccccc2)cc1,3,3,1,2,-2,3,-3,-1,1.8
O=C(c1ccc(Cl)cc1)c1nnc(-c2ccncc2)o1,1,-4,-2,-4,-2,-3,3,6,1.8
O=C(NC(=S)Nc1ccccc1N1CCOCC1)c1ccc(-c2cc(Cl)ccc2Cl)o1,-1,-6,21,-5,-3,-2,-5,8,-0.7

# Fetched one by one from above:
SMILES,PP1 counter,procasp7 counter,AHR activator,TPT1 inh,CTSL1 counter,PAFAH2 inh,core dimer inh,proCasp3 act,PP5 primary
c1ccc(CCSc2ncnc3nc[nH]c23)cc1,0,12,3,-1,3,4,-1,-5,0.6
O=C(c1ccc(Cl)cc1)c1nnc(-c2ccncc2)o1,1,-4,-2,-4,-2,-3,3,6,1.8
O=C(Cc1ccccc1)NNC(=O)c1ccc(NC(=O)c2ccccc2)cc1,3,3,1,2,-2,3,-3,-1,1.8
O=C1CC(N2CCSCC2)C(=O)N1c1cccc(Cl)c1 (stereo not drawn),0,1,2,-8,0,-4,-1,-6,0.3

# (continued)
SMILES,PP1 counter,procasp7 counter,AHR activator,TPT1 inh,CTSL1 counter,PAFAH2 inh,core dimer inh,proCasp3 act,PP5 primary
Cc1ccc(S(=O)(=O)c2nc(-c3cccs3)oc2NCc2cccnc2)cc1,6,-3,-3,-4,4,1,-17,-4,3.8
CSCCC(NS(=O)(=O)c1ccccc1F)C(=O)NCC(C)(C)N1CCOCC1 (stereo not drawn),-4,-1,1,/,/,0,/,2,2.3
O=C(NCC1CCOCC1)c1cc(COc2ccc(F)cc2F)on1,-3,11,-4,0,-2,0,-3,5,0.4
Cc1ccccc1C(=O)Nc1ccccc1-n1cccc1,0,3,5,3,0,2,18,7,-0.2
O=C(COC(=O)c1cccnc1SCC(=O)NCc1ccccc1)NCc1ccccc1,0,3,3,-1,4,0,11,-4,2.0
CC(C)c1ccc(OC(=O)c2ccc3c(=O)n4c(nc3c2)CCC4)cc1,5,-4,4,3,4,-2,17,9,1.8
O=S1(=O)CCC(n2ncc3c2/C(=C/c2ccccc2)CC3)C1 (stereo not drawn),2,4,5,-6,0,2,9,-1,1.0
O=C(CCCCn1c(=O)[nH]c2ccsc2c1=O)NCc1cccnc1,-4,7,0,-1,-3,-8,-1,8,-1.1
C#Cc1ccc([C@@H]2C=C(C(=O)NC3CC3)O[C@H](OCC)[C@H]2CCCO)cc1,-2,-2,17,0,0,-1,5,-4,1.4
CCOc1cccc(C2/C(=C(/O)c3ccc4c(c3)CC(C)O4)C(=O)C(=O)N2Cc2ccncc2)c1 (stereo not drawn),1,-12,4,-5,1,1,-3,10,0.2
O=C1N/C(=C\c2ccccc2)c2ccccc21,-2,3,13,0,3,7,-4,-3,-0.3
COc1ccc2[nH]c3c(c2c1)CCN1C(=O)N([C@@H](C)C(=O)NC2CC2)C(=O)[C@]31C,-4,13,3,-1,-1,2,2,5,2.5
